High-throughput results: PubChem, several laboratories
Mtb BioA inh – M. tuberculosis BioA enzyme inhibitors, primary screen, biochemical, plate reader, single point, HTS. AID 602481, 2012. inhibition, % at 9.99 µM. purified M. tuberculosis BioA enzyme. 7,8-diaminopelargonic acid synthase BioA (Mycobacterium tuberculosis). actives 0.096% (n = 360,000); in the data active = inhibition above about 40%; inconclusive = no clear call, values can overlap the other calls
Anthrax LF inh2 – Bacillus anthracis LF protease inhibitors, primary screen, biochemical, multiplex microsphere, MLPCN library; Lethal factor (Bacillus anthracis), P15917; actives 0.12% (n = 360,000); inhibition, % at 10 µM; multiplex microsphere protease cleavage assay; also: plate controls were buffer without enzyme for full effect and enzyme alone for no effect
BoNT-A LC inh2 – BoNT/A light chain protease inhibitors, primary screen, biochemical, flow cytometry, MLPCN library | multiplex microsphere protease substrate cleavage | inhibition, % at 10 µM | actives 0.17% (n = 360,000) | AID 588499, 2011; also: plate controls were buffer without enzyme for full effect and enzyme alone for no effect
FadD28 binding – inhibitors of FadD28 bisubstrate probe binding, primary screen, biochemical, fluorescence polarization, single point; inhibition, % at 12.5 µM; AID 588549, 2011; actives 0.22% (n = 360,000); in the data active = inhibition above about 8.5%, passing the limit was not always enough; inconclusive = no clear call, values can overlap the other calls
PfHsp40 rescue – rescue of yeast from PfHsp40 toxicity, primary screen, S. cerevisiae, ATP luminescence; S. cerevisiae expressing PfHsp40, growth rescue; growth rescue, % at 12.5 µM; AID 504582, 2011; actives 0.68% (n = 340,000); in the data active = growth rescue above about 28%, passing the limit was not always enough; inconclusive = no clear call, values can overlap the other calls;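 also: yeast W303a lacking pdr1 and pdr3 grown in galactose medium; growth measured after three days at 30 °C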
BoNT F protease – BoNT/F light chain protease inhibitors, primary screen, biochemical, flow cytometry, MLPCN library; Multiplex microsphere protease cleavage assay; inhibition, % at 10 µM; actives 0.22% (n = 360,000); in the data active = inhibition above about 35%, passing the limit was not always enough; inconclusive = no clear call, values can overlap the other calls; also: plate controls were buffer without enzyme for full effect and enzyme alone for no effect
Mtb FBA inh – Mtb FBA enzyme inhibitors, primary screen, biochemical, fluorescence, strain H37Rv | Fructose-bisphosphate aldolase (Mycobacterium tuberculosis (strain ATCC 25618 / H37Rv)), … | actives 2.3% (n = 360,000) | AID 588726, 2011 | inhibition, % at 1 µM | purified M. tuberculosis FBA, fluorescence read-out; in the data active = inhibition above about 27%;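 also: 0% = vehicle and 100% = reference inhibitor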
Target sequence (P9WQA3 whole entry, looked up): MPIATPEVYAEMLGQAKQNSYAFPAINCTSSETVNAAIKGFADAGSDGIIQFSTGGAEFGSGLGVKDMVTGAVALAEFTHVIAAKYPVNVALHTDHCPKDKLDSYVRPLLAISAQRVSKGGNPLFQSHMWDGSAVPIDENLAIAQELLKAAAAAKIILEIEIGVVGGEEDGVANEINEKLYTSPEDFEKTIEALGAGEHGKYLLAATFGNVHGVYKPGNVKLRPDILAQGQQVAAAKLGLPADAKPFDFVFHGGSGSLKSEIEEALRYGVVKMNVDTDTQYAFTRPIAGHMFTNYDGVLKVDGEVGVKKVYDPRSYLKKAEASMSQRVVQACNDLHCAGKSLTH
GDH-TPI inh – GDH-TPI coupling enzyme inhibitors, primary screen, artefact control for M. tuberculosis FBA inhibitor project, biochemical, absorbance, full deck; actives 1.2% (n = 360,000); GDH-TPI coupled enzyme counterscreen, NADH absorbance; inhibition, % at 4.8 µM; in the data active = inhibition above about 30%;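 also: 0% = DMSO wells and 100% = wells lacking the enzyme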
Mtb UGM inh – M. tuberculosis UGM enzyme inhibitors, primary screen, biochemical, fluorescence polarization, single point. UDP-galactopyranose mutase (Mycobacterium tuberculosis (strain ATCC 25618 / H37Rv)), …. purified UGM, fluorescence polarization probe displacement. inhibition, % at 10 µM. actives 0.06% (n = 320,000); in the data active = inhibition above about 10%, passing the limit was not always enough; inconclusive = no clear call, values can overlap the other calls
Target sequence (P9WIQ1 whole entry, looked up): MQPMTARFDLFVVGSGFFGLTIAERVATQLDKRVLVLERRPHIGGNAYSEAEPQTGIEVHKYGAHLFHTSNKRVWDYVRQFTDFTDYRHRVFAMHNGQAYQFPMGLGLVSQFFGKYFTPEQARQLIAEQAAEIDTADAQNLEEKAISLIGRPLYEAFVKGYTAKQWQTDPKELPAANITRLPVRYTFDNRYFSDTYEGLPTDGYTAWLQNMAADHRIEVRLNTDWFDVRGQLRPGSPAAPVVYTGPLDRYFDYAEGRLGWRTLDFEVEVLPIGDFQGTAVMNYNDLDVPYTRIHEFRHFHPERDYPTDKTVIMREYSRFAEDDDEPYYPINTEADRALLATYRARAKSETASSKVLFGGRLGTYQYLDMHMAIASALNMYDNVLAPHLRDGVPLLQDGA
The depositor's hits bear a star; ? = inconclusive; . = no result given. Rule as the data show it, unless noted: active = inhibition above about 30%; inconclusive = no clear call, values can overlap the other calls; inactive = below that. Outcome played no part in choosing rows; overall some 4.7% were active at least once.

Results follow in this order: Mtb BioA inh	Anthrax LF inh2	BoNT-A LC inh2	FadD28 binding	PfHsp40 rescue	BoNT F protease	Mtb FBA inh	GDH-TPI inh	Mtb UGM inh
COc1cc(S(=O)(=O)NC2CCCCC2)ccc1Cl
    -0.1	1	0.3	-0.8	91*	-7	3	13	1.9
CCOC(=O)c1c(/N=C/C2C(=O)CCCC2=O)sc(C)c1C
    -1.2	4	0.7	-2.0	-0.6	8	-1	-1	.
COC(=O)c1cc(-c2c[nH]c3ccccc23)n[nH]1
    0.0	-2	0.2	2.3	0.5	5	0	8	0.3
COC(=O)[C@@H]1CCCN1C(=O)c1cc(COc2cccc3cccnc23)on1
    0.2	2	0.9	-0.9	0.5	0	4	0	1.3
CC(C)(C)S(=O)N1Cc2cc(CO)ccc2[C@H]1CCO (some centres not stated)
    -0.6	-7	-0.1	-1.3	.	-1	5	12	.
COc1ccc(CC(=O)O/N=C(\N)c2ccncc2)cc1OC
    0.3	-3	0.5	0.4	.	4	6	4	.
CCC(=O)c1ccc(OCC(=O)NCCCN2CCOCC2)cc1
    -1.5	2	1.8	-0.3	-0.9	1	2	1	.
Cc1ccsc1/C=C1\CCC(C2CCCC2)C1=O (configuration not stated)
    .	.	.	-1.5	-1.7	.	5	22	0.2
Cn1cnc([N+](=O)[O-])c1S(=O)(=O)c1cccc(Cl)c1
    .	0	0.1	0.6	2.9	3	0	2	0.6
Cc1ccc2[nH]c(=S)cc(C)c2c1
    3.0	-2	-0.6	-4.4	-0.4	-9	5	3	0.8
CC(C(=O)Nc1cccc(C#N)c1)N(C)CCOc1ccccc1 (configuration not stated)
    8.9	2	-0.1	-0.9	-0.6	-1	-1	-2	4.0
O=C(CNC(=O)c1ccccc1Br)N/N=C/c1cc(Br)ccc1O
    -0.9	0	-0.3	-3.0	0.8	-3	6	10	2.9
O=C(O)CN1C(=O)/C(=C/c2ccc(N3CCCCC3)o2)SC1=S
    .	-4	-0.8	-7.1	1.2	-6	-5	3	-1.2
Cc1ccc(-c2nc(S(=O)(=O)c3ccc(F)cc3)c(SCC(=O)NCC3CCCO3)o2)cc1 (configuration not stated)
    -0.7	0	0.6	-4.1	0.8	9	0	-9	-3.8
Cc1cc(C)cc(NC(=O)C2(c3cccs3)CCOCC2)c1
    0.3	1	0.3	-0.1	-0.7	7	2	4	-1.1
CN(CC(=O)Nc1ccc(F)cc1)C(=O)COC(=O)C1=COCCO1
    .	-3	0.5	-3.4	-1.3	0	-1	3	-1.9
O=C(c1ccc[nH]c1=S)N1CCN(S(=O)(=O)c2ccc(Br)cc2Cl)CC1
    1.3	1	1.9	-3.4	-1.7	7	0	-1	-0.8
COc1ccc(C(C)NC(=O)c2ccccc2)cc1 (configuration not stated)
    -0.8	0	0.1	-2.6	-0.4	-2	1	-5	-0.8
O=C(O)C[C@@H](CNC(=O)COc1ccc2ccc(=O)oc2c1)c1ccc(Cl)cc1
    1.4	-2	-0.4	-2.3	-0.5	-1	21	8	-0.1
Cc1ccccc1NC(=O)N1CCNC(=O)C1CC(=O)Nc1cc(Cl)ccc1Cl (configuration not stated)
    -3.7	-4	3.2	-1.2	-0.6	-12	4	10	-1.9
COc1ccc(C(=O)c2ccc(N3CCN(C(=O)c4ccc(F)cc4)CC3)c(F)c2)cc1Br
    -1.7	-3	0.1	-1.7	-1.4	-9	1	10	1.4
O=C(CN1CCCc2ccccc21)NCCc1ccc(F)cc1
    .	-3	1.0	-5.6	0.1	-2	0	2	-1.7
CCOC(=O)C1CCN(S(=O)(=O)c2ccc3[nH]c(=O)ccc3c2)CC1
    -2.3	-4	-0.3	-2.5	-1.2	-9	-1	10	0.6
Cn1nnnc1NCc1ccccc1F
    0.7	-8	-5.6	0.0	-1.4	?	0	7	-1.2
O=C(CCNC(=O)c1ccc(Cl)cc1)NCc1ccco1
    -0.3	-5	-0.2	-3.2	3.0	4	-1	-2	-1.6
CCn1c(SCC(=O)NC2CCCCC2C)nnc1-c1ccc(OC)cc1 (configuration not stated)
    -0.2	5	-1.3	0.1	-0.4	-7	4	8	-4.8
O=C(Nc1ccc(Oc2cccnc2)cc1)c1ccccc1F
    22	-4	3.2	1.4	-0.9	0	0	7	-7.1
CCn1c(SCC(=O)NNC(=O)c2ccccc2)nnc1-c1ccco1
    .	4	-0.3	-2.9	-1.0	-4	-1	-3	1.0
C=CCOc1ccc(C(=O)Nc2ccc(OCC)cc2)cc1
    -1.1	-1	-0.2	-1.3	-1.0	0	0	0	0.6
O=C(Nc1cccc([N+](=O)[O-])c1)c1ccc(CN2CCOCC2)cc1
    6.3	-2	-0.6	-1.5	-0.9	-11	5	4	0.5

Going on with the list:
SMILES,Mtb BioA inh,Anthrax LF inh2,BoNT-A LC inh2,FadD28 binding,PfHsp40 rescue,BoNT F protease,Mtb FBA inh,GDH-TPI inh,Mtb UGM inh
CCOc1ccc(S(=O)(=O)NCCCl)cc1,.,-1,-0.5,-0.4,-1.3,-8,2,4,-1.1
O=C(NCc1cc([N+](=O)[O-])ccc1O)c1cccnc1Sc1ccccc1,-0.8,-4,-1.0,-2.6,1.3,2,-11,1,-0.3
Cc1nc(CCNC(=O)CC2C(=O)NCCN2CC(C)(C)C)nc2c1CCC2 (configuration not stated),-2.0,-2,-0.3,2.1,-1.0,-8,2,-1,0.8
CC(C)c1ccc(NC(=O)C(c2ccccc2)N2CCN(C=O)CC2)cc1 (configuration not stated),0.3,-3,0.5,-4.4,0.3,7,-1,-12,2.7
CCCNC(=O)C1CN(S(=O)(=O)c2ccc(C)cc2)c2ccccc2O1 (configuration not stated),-0.2,3,3.9,0.0,0.3,31,-1,11,0.2
COc1ccc2c(c1OC)C(=O)OC2c1c(O)nc(SC)n(-c2ccccc2)c1=O (configuration not stated),.,-1,0.2,-1.0,-0.8,-5,1,2,2.6
N#Cc1ccc(S(=O)(=O)Nc2ccc3ccccc3n2)cc1,.,-5,-0.3,-1.2,1.2,7,0,15,2.0
COc1ccc(CCC(=O)N2CCCC(Nc3ccc(C)c(C)c3)C2)cc1OC (configuration not stated),0.9,0,-4.2,-1.4,0.2,-13,0,-8,0.3
CCC(C(=O)Nc1ccccc1C(=O)N1CCCC1)N1C(=O)c2ccccc2C1=O (configuration not stated),-0.6,1,1.2,-4.7,0.2,4,5,-8,1.8
NC(=O)/C(=C\c1ccc([N+](=O)[O-])o1)c1ccco1,6.9,-12,0.3,-3.5,.,-6,-17,25,.
CCOC(=O)C(NCc1ccco1)(NC(=O)c1ccc(OC)cc1)C(F)(F)F (configuration not stated),-1.7,0,-0.4,-1.0,-0.5,-3,1,8,0.1
Oc1ccc(C(=Nc2ccccc2)c2ccccc2)c(O)c1,-1.9,-4,0.1,-1.2,2.5,-13,-2,45*,.

Reformatted with each value named: part of the list above.
O=C(O)CN1C(=O)/C(=C/c2ccc(N3CCCCC3)o2)SC1=S
  Mtb BioA inh = .	Anthrax LF inh2 = -4	BoNT-A LC inh2 = -0.8	FadD28 binding = -7.1	PfHsp40 rescue = 1.2	BoNT F protease = -6	Mtb FBA inh = -5	GDH-TPI inh = 3	Mtb UGM inh = -1.2

CN(CC(=O)Nc1ccc(F)cc1)C(=O)COC(=O)C1=COCCO1
  Mtb BioA inh = .	Anthrax LF inh2 = -3	BoNT-A LC inh2 = 0.5	FadD28 binding = -3.4	PfHsp40 rescue = -1.3	BoNT F protease = 0	Mtb FBA inh = -1	GDH-TPI inh = 3	Mtb UGM inh = -1.9

CC(C(=O)Nc1cccc(C#N)c1)N(C)CCOc1ccccc1 (configuration not stated)
  Mtb BioA inh = 8.9	Anthrax LF inh2 = 2	BoNT-A LC inh2 = -0.1	FadD28 binding = -0.9	PfHsp40 rescue = -0.6	BoNT F protease = -1	Mtb FBA inh = -1	GDH-TPI inh = -2	Mtb UGM inh = 4.0

Cc1nc(CCNC(=O)CC2C(=O)NCCN2CC(C)(C)C)nc2c1CCC2 (configuration not stated)
  Mtb BioA inh = -2.0	Anthrax LF inh2 = -2	BoNT-A LC inh2 = -0.3	FadD28 binding = 2.1	PfHsp40 rescue = -1.0	BoNT F protease = -8	Mtb FBA inh = 2	GDH-TPI inh = -1	Mtb UGM inh = 0.8

Following part
SMILES,Mtb BioA inh,Anthrax LF inh2,BoNT-A LC inh2,FadD28 binding,PfHsp40 rescue,BoNT F protease,Mtb FBA inh,GDH-TPI inh,Mtb UGM inh
CCN(CC)CCCNC(=O)c1cn(-c2cccc(OC)c2)c(=O)c2ccccc12,-1.9,3,-1.9,-1.1,0.6,2,0,3,0.2
COc1cc(C(=O)N2CCC(C(N)=O)CC2)ccc1OCc1c(C)noc1C,.,2,-0.1,0.4,0.4,-2,1,11,-0.1
COc1ccc(OC)c(CC(NC(C)=O)C(=O)NC2CCN(S(=O)(=O)c3ccc(NC(C)=O)cc3)CC2)c1 (configuration not stated),-1.2,-2,-1.8,-2.8,-2.0,-8,1,8,1.3
Cc1ccc(S(=O)(=O)N2CC3(O)CN(C(=O)OC(C)C)N(C(=O)OC(C)C)CC3(OC(=O)Nc3cccs3)C2)cc1 (configuration not stated),0.4,-4,-0.2,-4.0,.,-5,-2,2,.
O=C(NC1CCCCC1)c1ccccc1NC(=S)NC(=O)C1CC1,0.8,1,-0.3,-0.7,-1.0,0,1,7,-0.3
CCC(C(=O)Nc1ccc(S(=O)(=O)Nc2ncccn2)cc1)c1ccccc1 (configuration not stated),-8.2,3,-1.4,-0.7,-1.4,-16,0,9,0.1
CC(=O)c1cnc2c(-c3ccccc3)cnn2c1C,0.0,-1,1.1,-4.6,0.7,3,-1,18,-0.3
COc1ccccc1N1CCN(c2ccc3c(c2)S(=O)(=O)c2cccc(C(=O)NCC4CC4)c2C3=O)CC1,0.4,-6,0.1,-0.9,.,-3,-11,7,.
CCCCCc1c(C)nc(N2CCOCC2)[nH]c1=O,1.3,2,-0.1,0.4,0.7,2,1,-8,-0.7
